# DAX1 inh-1 = blocks DAX1 repression of SF-1 activated StAR promoter; HEK293T StAR-luciferase reporter, SF-1/DAX-1 repression relief; inhibition, % at 6.8 µM; 370,000 compounds, 1.1% hits; AID 652010;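 active = inhibition above the mean over all tested compounds plus 3 SD, cut at about 3.6% in these data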;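 also: 0% = DAX-1 cells with DMSO and 100% = cells lacking DAX-1 with DMSO; higher inhibition means more luminescence from relief of DAX-1 repression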
# ADAM17 inh = inhibits human ADAM17. P78536. inhibition, % at 6.95 µM. 370,000 compounds, 0.83% hits. recombinant ADAM17, EDANS/DABCYL FRET peptide cleavage;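 active = inhibition above the mean of compounds lying between control limits plus 3 SD, set per campaign, cut at about 8.5% in these data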;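 also: 0% = DMSO-only wells as the low control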
# Target sequence (P78536 215-824 limits assumed): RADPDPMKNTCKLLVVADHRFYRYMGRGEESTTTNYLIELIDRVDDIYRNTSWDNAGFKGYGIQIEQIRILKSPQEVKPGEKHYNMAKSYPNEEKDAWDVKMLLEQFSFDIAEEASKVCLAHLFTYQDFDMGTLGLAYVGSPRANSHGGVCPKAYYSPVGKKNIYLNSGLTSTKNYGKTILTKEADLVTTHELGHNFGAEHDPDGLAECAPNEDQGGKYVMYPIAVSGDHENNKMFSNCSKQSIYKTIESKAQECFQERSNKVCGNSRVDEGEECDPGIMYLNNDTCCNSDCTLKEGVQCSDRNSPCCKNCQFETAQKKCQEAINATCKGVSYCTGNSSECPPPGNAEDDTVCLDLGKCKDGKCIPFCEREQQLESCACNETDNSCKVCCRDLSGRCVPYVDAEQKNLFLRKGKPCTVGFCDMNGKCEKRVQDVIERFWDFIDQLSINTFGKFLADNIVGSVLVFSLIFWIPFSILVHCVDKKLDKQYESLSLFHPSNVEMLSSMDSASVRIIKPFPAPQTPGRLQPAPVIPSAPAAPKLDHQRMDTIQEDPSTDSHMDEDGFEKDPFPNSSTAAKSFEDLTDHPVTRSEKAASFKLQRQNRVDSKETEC
# DAX1 inh-2 = inhibits human nuclear receptor DAX1; 340,000 compounds, 0.99% hits; P51843; AID 504766; HEK293 Gal4-DAX1 luciferase reporter, luminescence; inhibition, % at 6.75 µM;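 active = inhibition above the mean over all tested compounds plus 3 SD, cut at about 4.2% in these data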;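 also: 0% = DAX1-transfected cells with DMSO and 100% = empty-vector control cells with DMSO; inhibition shows as a rise in luminescence from relieved DAX1 repression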
# Target sequence (P51843 207-470 limits assumed): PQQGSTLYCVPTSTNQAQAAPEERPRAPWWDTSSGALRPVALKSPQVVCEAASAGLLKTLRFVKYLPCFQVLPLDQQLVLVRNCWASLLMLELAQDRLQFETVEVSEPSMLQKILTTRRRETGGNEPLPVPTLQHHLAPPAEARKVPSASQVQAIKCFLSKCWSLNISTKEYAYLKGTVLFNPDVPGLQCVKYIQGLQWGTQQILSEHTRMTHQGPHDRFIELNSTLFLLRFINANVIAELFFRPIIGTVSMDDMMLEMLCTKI
# ssDAF-12 act = activates DAF-12 receptor from parasite S. stercoralis; HEK293 ssDAF-12/GRIP1 lit1-tk-luc reporter, luminescence; % of 3 µM dafachronic acid response; activation, % at 6.8 µM; 370,000 compounds, 1% hits; AID 652126;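 active = activation above the mean over all tested compounds plus 3 SD, cut at about 0.9% in these data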;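 also: 0% = DMSO-only wells and 100% = 3 µM delta7-dafachronic acid wells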
# hgDAF12 agonist = agonists of H. glycines DAF-12 nuclear receptor; activation, % at 6.8 µM; HEK293 GAL4-hgDAF12 UAS-luciferase reporter, agonist luminescence; normalized to butyrate control; 370,000 compounds, 1.8% hits; AID 687014;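 active = activation above a cutoff set at the mean of all screened compounds plus 3 SD, cut at about 10% in these data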;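 also: 0% = DMSO wells and 100% = sodium butyrate wells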
# PLC-beta3 inh = blocks human PLC-beta3 enzyme activity; 370,000 compounds, 0.18% hits; inhibition, % at 12.2 µM; Purified PLC-beta3, fluorogenic substrate, fluorescence; Q01970; AID 720704; in the data active = inhibition above about 11%;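 also: 0% = median of compound wells on plate and 100% = full blocker control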
# sPLA2-III inh = Blocks human group III sPLA2 activity; Q9NZ20; inhibition, % at 12.2 µM; 370,000 compounds, 0.56% hits; QFRET BODIPY PC-A2 liposome hydrolysis, fluorescence; AID 743126;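 active = inhibition above mean plus 3 SD of compounds lying within the high and low control bounds, cut at about 19% in these data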;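 also: 0% = median of test compound wells and 100% = no enzyme DMSO wells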
# ADAM10 inh = inhibitors of human ADAM10; O14672; recombinant ADAM10, EDANS/DABCYL FRET peptide cleavage, 3 h; inhibition, % at 7 µM; 370,000 compounds, 0.62% hits;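 active = inhibition above a per-campaign cutoff equal to the mean of compounds falling between control-based bounds plus 3 SD, cut at about 20% in these data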;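 also: 0% = DMSO wells while the 100% control is not disclosed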
# PLCg1 inh = inhibitors of human phospholipase C gamma1; P19174; purified PLC-gamma1, fluorogenic substrate, fluorescence; inhibition, % at 12.2 µM; 370,000 compounds, 0.84% hits; in the data active = inhibition above about 9.5%
# FXN GAA850 act = increases GAA850 frataxin promoter reporter activity; 360,000 compounds, 0.56% hits; activation, % at 6 µM; HEK293 lucGAA850 FXN promoter luciferase reporter, 24 h; percent of 10 µM SAHA response;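 active = activation above the average of all compounds screened plus 3 SD, cutoff fixed separately per campaign, cut at about 7.5% in these data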;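 also: 0% = DMSO wells and 100% = 10 µM SAHA wells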
# hcDAF-12 act = H. contortus DAF-12 activation, primary screen; HEK293 hcDAF-12 lit1-tk-luc reporter, luminescence; 0% DMSO, 100% Δ7-dafachronic acid; activation, % at 6.8 µM; 370,000 compounds, 1.4% hits;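 active = activation above the mean of all tested compounds plus 3 SD, cut at about 5.5% in these data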;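 also: 100% = response to 3 µM Δ7-dafachronic acid high control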
# Active calls of the source: *; i = inactive; · = no result given.
1) COC(=O)Cn1c(=NC(=O)c2ccc(Cl)s2)sc2cc(F)ccc21
2) CCC1(C)N=C(N)Nc2nc3cc(C)c(C)cc3n21 (stereo not given)
3) CCOC(=O)CSc1ccc(C(=O)Nc2ccc(Cl)cc2)cn1
4) COc1ccc(-n2nnc3c(SCC(=O)NCC4CCCO4)ncnc32)cc1 (stereo not given)
5) Nc1nnc(SCC(=O)NCC(=O)Nc2ccc(F)c(F)c2F)s1
6) Cc1ccc(C(=O)Nc2ccc(Oc3cccc(C(F)(F)F)c3)nc2)cc1
7) COc1ccc2sc(-c3ccc(S(C)(=O)=O)cc3)c(-c3ccc(SC)cc3)c2c1
8) CC(=O)c1cccc(NC(=O)c2c(-c3c(F)cccc3Cl)noc2C)c1

Compound,1,2,3,4,5,6,7,8
DAX1 inh-1,-0.1,-0.1,0.4,-0.2,2.3,-0.3,-0.6,-1.4
ADAM17 inh,-7.9,-6.3,1.0,-0.3,-2.8,-3.5,-49.1,0.6
DAX1 inh-2,0.2,1.3,-0.3,-1.3,-0.5,0.5,3.6,0.4
ssDAF-12 act,-0.5,-0.6,-0.9,-1.6,-0.8,-1.5,-0.7,-1.7
hgDAF12 agonist,2.7,3.4,-4.3,1.8,1.7,-1.7,2.7,0.4
PLC-beta3 inh,-31.1,2.6,-1.4,-9.6,-2.4,-6.7,i,-4.3
sPLA2-III inh,13.1,0.4,2.6,5.0,1.8,4.5,-11.9,-11.0
ADAM10 inh,-12.7,-2.1,11.4,-4.4,-1.4,2.0,-246.2,-2.4
PLCg1 inh,-21.3,-0.3,6.0,-5.9,-1.6,-2.7,-383.6,0.2
FXN GAA850 act,6.8,3.3,3.8,0.4,1.0,-0.2,-0.4,0.5
hcDAF-12 act,2.5,0.6,0.5,-1.9,-0.3,-2.3,5.6,-1.4

9) CCc1ccc(NC(=O)COC(=O)CN2C(=O)COc3ccccc32)cc1
10) CC(C)N(C(=O)[C@H]1C[C@H](CC(=O)NCC23CC4CC(CC(C4)C2)C3)C(=O)N2CCc3c([nH]c4cc(-c5ccco5)ccc34)[C@]12C)C(C)C
11) O=C(CSc1nnc(CNC(=O)c2ccc(F)cc2)o1)NCc1ccc(F)cc1
12) C=CS(=O)c1sc(Cl)c(N2CCOCC2)c1[N+](=O)[O-] (stereo not given)
13) Cc1ccc(-n2c(SCC(=O)c3c(N)n(C)c(=O)n(C)c3=O)nc3sc4c(c3c2=O)CCCC4)c(C)c1
14) COc1cccc(C(c2nnnn2C(C)(C)C)N2CCN(C/C=C/c3ccccc3)CC2)c1OC (stereo not given)
15) CN(C)c1ccc(C(=O)N(Cc2ccccc2)Cc2ccccc2)cc1
16) COC(=O)c1ccc(N2Cc3ccccc3/C2=N\C(=O)Nc2ccccc2)cc1

Compound,9,10,11,12,13,14,15,16
DAX1 inh-1,0.3,0.3,0.7,-1.9,-0.9,-1.2,-0.4,0.2
ADAM17 inh,-0.9,-18.6,-0.8,2.7,-1.5,2.3,-4.9,-3.3
DAX1 inh-2,-0.6,0.6,-0.3,·,-0.4,·,-0.2,-0.3
ssDAF-12 act,-1.2,-1.4,-1.1,-1.6,-0.8,-1.1,-1.2,-0.4
hgDAF12 agonist,2.0,3.1,-1.1,-1.8,-3.2,-2.0,-0.2,-1.0
PLC-beta3 inh,1.0,-136.7,-2.8,0.4,-0.2,8.3,-7.8,-1.2
sPLA2-III inh,7.5,-1.7,-0.7,3.0,3.5,-9.2,7.0,7.0
ADAM10 inh,2.2,-75.1,-3.5,0.3,5.6,14.7,2.9,-5.3
PLCg1 inh,5.1,-109.5,-0.6,4.1,0.2,6.2,-20.1,-4.1
FXN GAA850 act,0.8,0.8,-0.9,·,-0.7,·,0.9,3.4
hcDAF-12 act,0.3,-0.8,-2.2,-0.2,-0.8,-1.1,1.1,-2.3

# Part of the list above in order of length of the SMILES, descending:
10) CC(C)N(C(=O)[C@H]1C[C@H](CC(=O)NCC23CC4CC(CC(C4)C2)C3)C(=O)N2CCc3c([nH]c4cc(-c5ccco5)ccc34)[C@]12C)C(C)C
13) Cc1ccc(-n2c(SCC(=O)c3c(N)n(C)c(=O)n(C)c3=O)nc3sc4c(c3c2=O)CCCC4)c(C)c1
14) COc1cccc(C(c2nnnn2C(C)(C)C)N2CCN(C/C=C/c3ccccc3)CC2)c1OC (stereo not given)
11) O=C(CSc1nnc(CNC(=O)c2ccc(F)cc2)o1)NCc1ccc(F)cc1
9) CCc1ccc(NC(=O)COC(=O)CN2C(=O)COc3ccccc32)cc1
12) C=CS(=O)c1sc(Cl)c(N2CCOCC2)c1[N+](=O)[O-] (stereo not given)

Compound,10,13,14,11,9,12
DAX1 inh-1,0.3,-0.9,-1.2,0.7,0.3,-1.9
ADAM17 inh,-18.6,-1.5,2.3,-0.8,-0.9,2.7
DAX1 inh-2,0.6,-0.4,·,-0.3,-0.6,·
ssDAF-12 act,-1.4,-0.8,-1.1,-1.1,-1.2,-1.6
hgDAF12 agonist,3.1,-3.2,-2.0,-1.1,2.0,-1.8
PLC-beta3 inh,-136.7,-0.2,8.3,-2.8,1.0,0.4
sPLA2-III inh,-1.7,3.5,-9.2,-0.7,7.5,3.0
ADAM10 inh,-75.1,5.6,14.7,-3.5,2.2,0.3
PLCg1 inh,-109.5,0.2,6.2,-0.6,5.1,4.1
FXN GAA850 act,0.8,-0.7,·,-0.9,0.8,·
hcDAF-12 act,-0.8,-0.8,-1.1,-2.2,0.3,-0.2

# Further results
17) CCc1ccc(C(C(=O)NC2CCCC2)N(C(=O)c2csnn2)C2CC2)cc1 (stereo not given)
18) O=C(NC1CCCCC1)c1ccccc1-c1ccccc1
19) C/C(=N\NC(=O)c1c([N+](=O)[O-])c(C)nn1C)c1ccc(NC(=O)c2ccc(C)o2)cc1
20) COc1cccc(C(=O)NNC(=O)Cc2ccc([N+](=O)[O-])cc2)c1
21) Cc1nnc(Nc2ccc(O)cc2)[nH]c1=O
22) Cn1c(SCC(=O)N2c3ccccc3CCc3ccccc32)nnc1-c1ccc(O)cc1
23) COc1cc(-c2c(C(C)=O)c(C)nc3c2C(=O)c2ccccc2-3)cc(OC)c1OC
24) O=C(CCC(=O)NNC(=O)Cc1ccccc1)NCc1ccccc1

Compound,17,18,19,20,21,22,23,24
DAX1 inh-1,-0.2,-0.2,2.3,-0.5,0.0,0.0,-0.3,0.5
ADAM17 inh,-2.9,-1.4,-2.4,-3.1,-7.3,-1.1,-1.2,-2.6
DAX1 inh-2,-0.4,-0.7,0.2,-0.8,2.3,-1.1,2.0,·
ssDAF-12 act,-0.4,-0.5,-0.5,-1.3,-1.4,-0.9,-0.7,-0.8
hgDAF12 agonist,0.0,1.1,1.7,-2.4,-3.8,-2.3,0.1,-1.5
PLC-beta3 inh,-8.1,1.4,-6.2,0.5,-1.6,1.7,-0.1,3.9
sPLA2-III inh,7.1,8.9,4.4,5.7,4.9,-29.1,-0.7,7.0
ADAM10 inh,0.2,-0.9,-1.5,3.2,-5.5,3.0,0.7,-6.8
PLCg1 inh,-2.3,0.0,-0.4,1.1,-3.2,2.8,1.7,-1.2
FXN GAA850 act,-1.0,2.1,0.9,2.2,1.6,-3.1,2.7,4.3
hcDAF-12 act,1.2,-0.1,0.5,-1.5,-0.7,-1.0,2.4,-0.5

25) CC1=Nn2c(nnc2-c2ccccc2F)SC1
26) COc1ccc(N2CC(C(=O)Nc3ccccc3C(=O)NC3CC3)CC2=O)cc1 (stereo not given)
27) O=C(Nc1ccc(OC(=O)c2ccccc2)c(-c2nc3ccccc3s2)c1)c1ccccc1
28) COc1ccccc1NC(=O)C(=O)c1cn(CC(=O)N2CCCC2)c2ccccc12
29) O=C(OCc1ccc(F)cc1Cl)c1ccccn1
30) Fc1cccc(NC(=S)Nc2ccc(Br)cc2)c1
31) Cc1cccc(NC(=O)CSc2ccc(-c3ccccn3)nn2)c1C
32) CCOC(=O)C[C@@H]1OC[C@H](C)N1S(=O)(=O)c1ccc(C)cc1

Compound,25,26,27,28,29,30,31,32
DAX1 inh-1,0.1,-0.3,0.6,0.3,0.2,-0.4,0.7,1.6
ADAM17 inh,2.9,-1.8,0.7,3.6,4.2,-3.0,-3.2,-6.7
DAX1 inh-2,-0.4,-0.7,0.4,1.2,0.4,-1.2,0.0,·
ssDAF-12 act,-1.5,-1.1,-0.6,0.7,-1.6,-1.2,-2.0,-1.5
hgDAF12 agonist,1.2,0.5,-0.1,4.0,2.7,0.1,-1.0,2.6
PLC-beta3 inh,-0.9,-1.2,-6.4,-3.6,2.7,1.0,-6.4,-1.7
sPLA2-III inh,3.5,2.2,-0.5,5.4,4.0,2.5,3.5,8.7
ADAM10 inh,-1.3,-3.2,4.7,1.5,-3.7,-14.6,14.4,-14.3
PLCg1 inh,-0.7,0.5,-7.7,3.6,3.2,1.3,6.3,-1.3
FXN GAA850 act,1.7,-1.2,0.1,5.1,1.9,4.3,1.4,·
hcDAF-12 act,-0.2,-0.6,0.2,5.2,-0.6,-2.6,-0.3,-0.5

33) CC(=O)OCC(=O)Nc1ccc(SC(F)F)cc1
34) O=C(NC(NC(=O)c1ccccc1)c1cccc([N+](=O)[O-])c1)c1ccccc1
35) CCCC(=O)Nc1cc(C(=O)O)ccc1S(=O)(=O)c1ccc(Cl)cc1
36) Cc1c(Br)c([N+](=O)[O-])nn1C(C)C(=O)Nc1nccs1 (stereo not given)
37) CC(/C=C/c1ccc2c(c1)OCO2)=N\NC(=O)COc1ccccc1C
38) C=CCN=C1NC(c2ccc(Cl)cc2)C(C(=O)OC)=C(C)N1Cc1cccc(C(F)(F)F)c1 (stereo not given)
39) COc1cccc(C2c3[nH]c4ccccc4c3CCN2CCCn2cccn2)c1 (stereo not given)
40) Cc1ccc(F)cc1NC(=O)c1c(-c2ccccc2)noc1C

Compound,33,34,35,36,37,38,39,40
DAX1 inh-1,0.0,-0.8,0.1,0.8,-1.2,-0.2,-0.3,-1.8
ADAM17 inh,-0.8,0.9,0.7,-0.5,-7.5,-2.9,-8.2,0.1
DAX1 inh-2,-0.8,1.3,0.7,0.2,0.9,·,0.1,-0.7
ssDAF-12 act,-1.2,-1.0,-2.0,-1.8,-0.2,-1.0,-0.9,-1.6
hgDAF12 agonist,0.7,-4.0,-0.5,-1.5,2.6,4.3,2.5,1.9
PLC-beta3 inh,0.8,-4.3,0.4,1.6,-6.7,0.1,-50.0,3.3
sPLA2-III inh,0.9,16.8,-2.0,-4.4,6.2,9.0,-8.2,13.4
ADAM10 inh,-4.2,-5.1,-4.4,0.2,-9.1,-17.1,-20.1,-16.4
PLCg1 inh,0.5,0.8,1.8,0.0,-7.1,1.9,-47.8,-1.5
FXN GAA850 act,1.9,-0.7,3.4,1.6,-1.9,·,-0.8,0.4
hcDAF-12 act,0.1,-1.1,-0.9,-0.8,0.5,-0.8,1.6,-1.1

# Compound activity as filed in PubChem.

# Hits appear at their usual frequency; about 6.9% have a hit in one of these screens.
